Compound activity as filed in PubChem.
CR mimetic SO: yeast age-related superoxide inhibition as caloric restriction mimetic; S. cerevisiae aged cells, superoxide DHE fluorescence; stronger effect = lower value; superoxide response (% of plate mean), % at 10 µM; 330,000 tested, 0.18% active;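 active = superoxide response under a set limit, about three screen SD below normal, cut at about 65% in these data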;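 also: yeast aged for seven days with compound at 30 °C before DHE staining; 100% = average MFI of all compound-treated wells on the plate with controls excluded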
ZTA DNA inh: ZTA (EBV) inhibition in EBNA-1 counter-screen. P03206. ZTA-DNA binding, fluorescence polarization. inhibition, % at 11 µM. 320,000 tested, 0.15% active. AID 2234; in the data active = inhibition above about 33%
Target sequence (P03206 whole entry, looked up): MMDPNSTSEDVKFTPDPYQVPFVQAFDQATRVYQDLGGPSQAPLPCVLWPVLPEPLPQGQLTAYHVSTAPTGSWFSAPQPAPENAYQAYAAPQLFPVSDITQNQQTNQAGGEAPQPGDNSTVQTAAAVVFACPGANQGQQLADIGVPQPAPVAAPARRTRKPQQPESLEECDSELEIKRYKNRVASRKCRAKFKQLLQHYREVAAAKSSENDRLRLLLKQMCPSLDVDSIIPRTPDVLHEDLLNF
MEX-5 binding: C. elegans MEX-5 TCR-2 RNA binding activity; activity score (negative = inhibition of binding), % at 10 µM; MEX-5/FITC-TCR2 RNA binding, fluorescence polarization; stronger effect = lower value; 300,000 tested, 0.38% active; Q9XUB2;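 active = inhibition past about -25% in most replicates, and total fluorescence under double the plate's negative control median, limit read from the data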;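 also: 0% = DMSO and -100% = 5 µM competing unlabeled TCR2 RNA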
Target sequence (Q9XUB2 whole entry, looked up): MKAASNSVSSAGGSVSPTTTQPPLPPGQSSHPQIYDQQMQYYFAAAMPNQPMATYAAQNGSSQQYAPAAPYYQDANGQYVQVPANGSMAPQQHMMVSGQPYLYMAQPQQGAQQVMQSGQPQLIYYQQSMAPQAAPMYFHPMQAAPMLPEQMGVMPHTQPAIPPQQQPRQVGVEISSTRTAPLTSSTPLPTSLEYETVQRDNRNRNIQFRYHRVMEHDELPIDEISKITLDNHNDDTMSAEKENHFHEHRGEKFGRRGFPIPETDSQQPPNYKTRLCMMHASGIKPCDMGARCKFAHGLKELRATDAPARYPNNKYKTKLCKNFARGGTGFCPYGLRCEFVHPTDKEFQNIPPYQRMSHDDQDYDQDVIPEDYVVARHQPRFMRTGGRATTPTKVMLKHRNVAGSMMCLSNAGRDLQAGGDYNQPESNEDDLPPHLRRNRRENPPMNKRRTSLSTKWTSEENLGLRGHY
Efflux pump inh: inhibitors of Candida antifungal efflux pumps expressed in yeast; S. cerevisiae Candida pump triplex, Nile Red efflux; inhibition, % at 10 µM; 330,000 tested, 0.44% active; AID 485275;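 active = plate passing quality check with inhibition over a set limit, or well fluorescence over plate mean plus 4 SD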;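 also: Nile Red retained in pooled yeast measured as flow cytometry median fluorescence; 0% = buffer negative control and 100% = Enniatin B positive control; higher means more Nile Red kept so more efflux inhibition; some compounds called inactive have numbers as strong as hits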
Fam108B inh: Fam108B inhibition, counter-screen for RBBP9 inhibitors. recombinant Fam108B, FP-Rh probe fluorescence polarization. 300,000 tested, 0.33% active. inhibition, % at 9.51 µM;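 active = inhibition above the screen mean inhibition plus 3 SD, computed separately per campaign, cut at about 18% in these data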;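 also: inhibitors lower polarization as less probe binds the enzyme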
GLD-1 TGE inh: GLD-1-TGE RNA interaction inhibition (C. elegans) | 320,000 tested, 0.44% active | purified GLD-1 + fluorescein TGE RNA, fluorescence polarization | AID 2280 | Q17339 | inhibition, % at 5.96 µM;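 active = percent inhibition above a per-plate cutoff, the plate mean of test compounds plus 3 SD, cut at about 30% in these data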;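 also: 0% = DMSO wells with GLD-1 and probe and 100% = wells lacking GLD-1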
EBNA-1 inh: blocks EBNA-1 binding to DNA | inhibition, % at 14.8 µM | EBNA-1 DNA binding, fluorescence polarization | 300,000 tested, 0.34% active; in the data active = inhibition above about 28%
MCL1-BIM inh: disrupts human MCL1 binding to BIM-BH3 peptide; Q07820; GST-MCL1 / FITC-Bim-BH3 fluorescence polarization; inhibition, % at 10.9 µM; 320,000 tested, 0.68% active; AID 2057;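 active = inhibition above the mean inhibition of all tested compounds plus 3 SD, set per campaign, cut at about 40% in these data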;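 also: 0% = DMSO wells and 100% = unlabeled Bim-BH3 peptide control; higher means more loss of mP so more displacement of Bim peptide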
Bcl-xL primary: inhibitors of human Bcl-xL | GST-Bcl-xL / FITC-Bim BH3 peptide fluorescence polarization | 320,000 tested, 0.7% active | Q07817 | inhibition, % at 10.9 µM;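 active = inhibition above the mean of all tested compounds plus 3 SD, cutoff set per campaign, cut at about 30% in these data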;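 also: 0% = DMSO wells and 100% = unlabeled Bim-BH3 peptide competitor; inhibitors lower millipolarization by displacing the labeled peptide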
Target sequence (Q07817 whole entry, looked up): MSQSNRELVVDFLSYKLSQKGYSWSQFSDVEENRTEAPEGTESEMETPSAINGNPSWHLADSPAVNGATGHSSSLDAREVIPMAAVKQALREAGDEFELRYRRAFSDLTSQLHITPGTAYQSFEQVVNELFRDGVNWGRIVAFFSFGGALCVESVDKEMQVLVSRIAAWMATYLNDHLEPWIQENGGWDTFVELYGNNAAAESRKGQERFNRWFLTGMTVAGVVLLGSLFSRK
* hit, by the source's call; x = no result given.

SMILES	CR mimetic SO	ZTA DNA inh	MEX-5 binding	Efflux pump inh	Fam108B inh	GLD-1 TGE inh	EBNA-1 inh	MCL1-BIM inh	Bcl-xL primary
Cc1ccc(C(=O)O)cc1S(=O)(=O)N1CCC(C(=O)O)CC1	113	3	1.7	0.5	-2	3	-1	8	4
CCN1CCN(C(=O)CCN2C(=O)c3ccccc3C2=O)CC1	92	4	-1.1	0.0	9	5	-2	6	3
CCNc1nc(NC(C)C)nc(N(C)C#N)n1	110	-1	-3.5	0.2	-3	4	7	-1	4
COC(=O)c1ccccc1NC(=O)C1CC(=O)N(c2ccc(F)cc2)C1 (centres undefined)	97	0	-1.3	0.2	0	6	8	2	3
COCCN(C(=O)CSCC(=O)Nc1ccc(C)cc1)c1c(N)n(CC(C)C)c(=O)[nH]c1=O	97	0	x	0.0	x	2	x	2	5
O=S(=O)(CCSc1nc2ccccc2o1)c1nc2ccccc2s1	116	1	-0.2	0.2	0	9	-9	-7	-12
Cc1c(NCc2cc(Cl)ccc2O)c(=O)n(-c2ccccc2)n1C	97	4	0.9	-0.2	-4	7	9	0	5
CCOc1ccc(-c2nc(C#N)c(NCC3CCCO3)o2)cc1 (centres undefined)	96	5	0.7	-0.3	1	1	0	5	1
COc1ccccc1-c1nc(C#N)c(N2CCC(C(N)=O)CC2)o1	89	1	0.5	0.0	3	6	2	0	0
Cc1nn(C)cc1C(C)NCc1c(C(=O)N2CCCCCCC2)nc2ccc(Cl)cn12 (centres undefined)	109	16	1.9	-0.3	-4	0	1	2	-1
CCC(C(=O)N1CCC(C(N)=O)CC1)n1nc(C)n2c(cc3occc32)c1=O (centres undefined)	136	7	0.9	-0.1	2	7	6	4	2
C/C(=N\NC(=O)CSCc1ccc([N+](=O)[O-])cc1)c1ccccc1	99	-22	0.3	0.0	-1	4	-2	-3	1

Just Fam108B inh, for three of the compounds above:
mol,Fam108B inh
Cc1c(NCc2cc(Cl)ccc2O)c(=O)n(-c2ccccc2)n1C,-4
CCOc1ccc(-c2nc(C#N)c(NCC3CCCO3)o2)cc1 (centres undefined),1
COc1ccccc1-c1nc(C#N)c(N2CCC(C(N)=O)CC2)o1,3

(cont.)
SMILES	CR mimetic SO	ZTA DNA inh	MEX-5 binding	Efflux pump inh	Fam108B inh	GLD-1 TGE inh	EBNA-1 inh	MCL1-BIM inh	Bcl-xL primary
COC(=O)c1ccc(OCC(=O)Nc2ccccc2C(=O)NC2CC2)cc1	91	10	x	0.0	x	-3	x	-4	1
COc1ccc(CN2CCNC(=O)C2CC(=O)N(C)Cc2nccs2)c(OC)c1 (centres undefined)	100	4	-1.1	0.2	-2	8	-10	5	8
Cc1[nH]n(-c2cccc(Cl)c2)c(=O)c1C=NCC(C)C	100	-6	0.7	-0.1	-3	8	1	6	4
Clc1nc(NCc2ccco2)nc(N2CCCCC2)n1	108	11	2.7	-0.1	-1	0	16	-1	0
O=C(NCCc1ccc(Cl)cc1)/C(=C/c1cccnc1)NC(=O)c1ccccc1	100	1	-0.9	-0.1	-1	8	2	-4	2
Cc1ccccc1NCc1ccccc1O	102	-22	1.2	0.0	-2	11	-2	6	2
CN(C(=O)c1ccccc1Cl)c1ccccc1C(=O)NCc1ccccc1	x	-11	-3.2	-0.1	-4	4	1	-3	6
CCOC(=O)CC(/C(C)=N\O)c1ccccc1 (centres undefined)	102	9	-2.8	0.0	5	3	6	4	5
Cc1ccc(/C=N/n2c(C)nnc2C)cc1	101	6	1.5	-0.1	1	-3	-2	-2	6
COc1ccc(NC(=O)CC2CCCC2)cc1S(=O)(=O)N1CCCCC1	109	-10	-0.3	0.1	-1	4	1	-16	-1
CC(=O)c1c(C)nn(CC(O)COc2ccc3ccccc3c2)c1C (centres undefined)	106	-23	-1.2	-0.1	-1	6	-13	-4	3
COCCn1c(=O)[nH]c2cc(C(=O)Nc3cc(OC)c(OC)c(OC)c3)ccc2c1=O	94	-2	2.7	0.0	-3	-4	3	1	-3
Cc1cccc(N2CCN(C(=O)C3CCN(S(=O)(=O)c4cccc5cccnc45)CC3)CC2C)c1 (centres undefined)	100	4	-0.5	0.1	0	1	3	1	3
O=C(CSc1nnc(-c2cnccn2)n1Cc1ccco1)Nc1ccc(Br)cc1	107	-2	-2.1	0.1	-5	-8	8	6	4
CCCCn1c(/N=C/c2ccc(N(C)C)cc2)nc2ccccc21	94	-7	-4.2	0.1	1	2	-9	-3	0
O=c1c2ccccc2[nH]c(=S)n1Cc1ccc2c(c1)OCO2	96	16	-0.5	0.1	-2	2	12	2	5
CCOC(=O)C(C)/C(C)=N\Nc1ccc([N+](=O)[O-])cc1[N+](=O)[O-] (centres undefined)	97	11	0.4	-0.1	0	3	6	-3	5
O=C(Nc1ccccc1Oc1ccccc1)C1CC1	126	-17	1.9	0.3	4	-8	-9	-6	-3
CC(=O)N1CCn2c3ccc(C)cc3c3cccc1c32	112	6	2.2	0.1	2	5	5	10	7
C[C@@H]1CCC[C@]2(O[C@H](CCO)C[C@@H](O)[C@@H]2O)O1	100	3	0.8	0.0	6	8	-3	-4	6
Cc1nc(CC(=O)Nc2nc(C(C)(C)C)cs2)cs1	102	4	-0.8	-0.1	-2	1	-4	5	9
Cc1cccc(NS(=O)(=O)c2ccc(NC(=O)N3CCCCC3)cc2)c1	105	-4	-2.2	-0.1	-1	0	5	-4	5
Cc1cc(C)nc(-n2nc(C)c(C3(O)C(=O)Nc4ccc(F)cc43)c2N)n1 (centres undefined)	87	5	0.2	-0.3	0	-1	1	-7	-6
CC(NC(=O)C1CCN(c2nnc(-n3cccc3)s2)CC1)C12CC3CC(CC(C3)C1)C2 (centres undefined)	93	-19	-1.3	-0.1	-1	2	-1	-3	-6
CCCC(=O)Nc1ccc(-c2nc3cc(C)ccc3o2)cc1	97	-2	-1.2	-0.1	-5	5	4	3	4
COc1ccc(Cl)cc1NC(=O)Nc1cnccn1	108	-21	0.7	0.1	-2	-1	2	-1	2
COCCNC(=O)c1onc(CSc2cccc(C)c2)c1C(=O)O	x	-6	2.4	x	0	11	-1	2	4
CCO/C=C1/C(=O)N(c2ccccc2OC)C(=O)c2ccccc21	98	7	x	0.0	2	-2	-4	6	2
COc1ccc(CCNC(=O)c2ccccc2NC(=O)C2=C(C)OCCS2)cc1OC	95	-7	1.2	0.2	1	9	2	-1	3
C1=CCN(Cc2ccccc2)C1	89	8	3.2	-0.2	3	-2	7	-6	3
Cc1ccc(C)c(OCCCN2CCNCC2)c1	102	-20	1.3	0.2	0	4	-5	7	5
COc1ccc(CNC(=O)C(C)n2nc(C)n3c(cc4occc43)c2=O)cc1 (centres undefined)	96	3	-0.5	0.2	1	-9	-17	2	3
O=C(/C=C/c1ccc(Br)cc1)NC1CCCCCC1	120	-1	-2.5	0.2	2	8	9	2	4
CC(=O)NCC1CCCN(Cc2cn(-c3ccccc3F)nc2-c2cc(C)sc2C)C1 (centres undefined)	90	4	-0.4	0.1	0	-1	1	1	-3
Nc1ccccc1SCc1ccccc1Cl	96	7	2.2	0.0	3	2	0	4	4
N/C(=N\OC(=O)c1ccc2c(c1)OCO2)c1ccc(Br)cc1	115	-21	0.5	0.4	-7	4	-1	-1	-9
CCOc1ccccc1N(CC(=O)Nc1ccc(S(=O)(=O)N2CCOCC2)cc1)S(=O)(=O)c1ccccc1	110	-7	0.0	0.1	-20	-1	-12	9	4
Cc1cc(C(=O)N2CCN(c3ccc(F)cc3)CC2)on1	87	-8	1.6	0.0	5	8	0	0	-1
Cc1ccc(CNS(=O)(=O)c2ccc3c(c2)NC(=O)CO3)cc1	92	11	0.8	-0.2	1	1	-4	-4	1
O=c1[nH]c2ccc(S(=O)(=O)Nc3ccc(Br)cc3)cc2[nH]1	93	0	-1.4	-0.1	-5	4	-8	7	7
O=c1c(/C=N/OCc2ccc(Cl)cc2Cl)c[nH]n1-c1cccc(Cl)n1	111	3	-0.6	0.0	5	-5	14	-3	-7
Cc1cc(C(=O)NCCCN2CCCC2=O)no1	91	1	-2.7	0.1	-3	5	3	4	7
Cc1ccc(C)c(N2CCN(C(=O)C(Cc3ccccc3)n3cccc3)CC2)c1 (centres undefined)	96	3	1.5	0.0	-4	3	13	-7	3
CCOc1cc(C2CC(=O)c3c(ccc4ccccc34)N2)ccc1O (centres undefined)	113	6	1.6	0.0	6	5	7	10	5
CC1CC(C)CN(S(=O)(=O)c2ccc3c(c2)C(C)(C)C(=O)N3C)C1 (centres undefined)	92	-2	0.9	0.1	3	3	10	-1	-5
Cc1ccc(C)c(Nc2ccc(C(=O)NCCc3ccccc3)cn2)c1	97	-17	0.4	0.0	-5	6	-8	13	4
Cc1ccc2cc(CN(CC3CCCO3)C(=S)Nc3ccccc3)c(=O)[nH]c2c1C (centres undefined)	100	8	1.2	0.0	1	7	0	13	4
O=C(Nc1ccc(Oc2ccccc2)cc1)c1ccco1	131	-5	-0.4	0.1	0	6	-15	6	6
O=C(Nc1cccc(NC(=O)c2ccc(Br)o2)n1)c1ccc(Br)o1	105	2	-2.7	0.0	-14	-1	5	-80	-41
CCC1CCCCN1Cc1nc2c(c(=O)n(C)c(=O)n2C)n1CCC(C)C (centres undefined)	97	7	0.5	-0.1	-2	-4	-6	-3	5
O=C(CN1CCOCC1)N/N=C/C(Br)=C\c1ccccc1	102	8	2.1	0.0	1	7	-1	9	10
COC1CCCCC1Nc1ccc(C)c(C)c1 (centres undefined)	101	17	0.1	0.1	-6	2	1	0	5
Cc1cccc(C(P(=O)(c2ccccc2)c2ccccc2)P(=O)(c2ccccc2)c2ccccc2)n1	80	6	-1.1	-0.5	-3	6	14	14	6
CN(C)CCN(C(=O)c1ccc2ccccc2c1)c1nc2ccc(F)cc2s1	91	2	1.8	-0.1	1	-2	8	5	5

Structures from the list above that have an aryl methoxy group (8):
SMILES	CR mimetic SO	ZTA DNA inh	MEX-5 binding	Efflux pump inh	Fam108B inh	GLD-1 TGE inh	EBNA-1 inh	MCL1-BIM inh	Bcl-xL primary
COc1ccccc1-c1nc(C#N)c(N2CCC(C(N)=O)CC2)o1	89	1	0.5	0.0	3	6	2	0	0
COc1ccc(CN2CCNC(=O)C2CC(=O)N(C)Cc2nccs2)c(OC)c1 (centres undefined)	100	4	-1.1	0.2	-2	8	-10	5	8
COc1ccc(NC(=O)CC2CCCC2)cc1S(=O)(=O)N1CCCCC1	109	-10	-0.3	0.1	-1	4	1	-16	-1
COCCn1c(=O)[nH]c2cc(C(=O)Nc3cc(OC)c(OC)c(OC)c3)ccc2c1=O	94	-2	2.7	0.0	-3	-4	3	1	-3
COc1ccc(Cl)cc1NC(=O)Nc1cnccn1	108	-21	0.7	0.1	-2	-1	2	-1	2
CCO/C=C1/C(=O)N(c2ccccc2OC)C(=O)c2ccccc21	98	7	x	0.0	2	-2	-4	6	2
COc1ccc(CCNC(=O)c2ccccc2NC(=O)C2=C(C)OCCS2)cc1OC	95	-7	1.2	0.2	1	9	2	-1	3
COc1ccc(CNC(=O)C(C)n2nc(C)n3c(cc4occc43)c2=O)cc1 (centres undefined)	96	3	-0.5	0.2	1	-9	-17	2	3

Rows are unselected; any-hit rate near 2.3%.
